Screening data from PubChem BioAssay.
rCAG binder – r(CAG) repeat RNA binding; TO-PRO-1 dye displacement fluorescence; inhibition, % at 3 µM; actives 1.3% (n = 370,000); AID 651821;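 active = inhibition above the plate cutoff, the mean of all test compounds on that plate plus 3 SD, cut at about 35% in these data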;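 also: 0% = DMSO alone and 100% = 100 µM mitoxantrone as full dye displacement; higher means more dye released from RNA so lower well fluorescence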
UHRF1 MBD2 ctr – blocks human UHRF1 binding to methylated DNA. Q96T88. UHRF1 binding to methylated oligo, TR-FRET. inhibition, % at 4.4 µM. actives 0.75% (n = 370,000). AID 687016; in the data active = inhibition above about 21%;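 also: UHRF1 SRA domain binding a hemimethylated CpG hairpin DNA probe; 0% = median of test compound wells and 100% = reference inhibitor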
PRMT1 inh – inhibitors of human PRMT1. Q99873. recombinant PRMT1, activity-based probe fluorescence polarization. inhibition, % at 2.79 µM. actives 1.3% (n = 370,000). AID 652257;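 active = inhibition above about 21% made by adding two undisclosed values, limit read from the data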
SIAE inh – inhibitors of human sialic acid acetylesterase SIAE | SIAE FP-Rh probe binding, fluorescence polarization | inhibition, % at 9.66 µM | actives 0.69% (n = 370,000);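 active = inhibition above a cutoff: mean of compounds within the control limits plus 3 SD of those, cut at about 17% in these data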;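 also: 0% = plate median of compound wells and 100% = probe without SIAE protein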
Target sequence (Q9HAT2 whole entry, looked up): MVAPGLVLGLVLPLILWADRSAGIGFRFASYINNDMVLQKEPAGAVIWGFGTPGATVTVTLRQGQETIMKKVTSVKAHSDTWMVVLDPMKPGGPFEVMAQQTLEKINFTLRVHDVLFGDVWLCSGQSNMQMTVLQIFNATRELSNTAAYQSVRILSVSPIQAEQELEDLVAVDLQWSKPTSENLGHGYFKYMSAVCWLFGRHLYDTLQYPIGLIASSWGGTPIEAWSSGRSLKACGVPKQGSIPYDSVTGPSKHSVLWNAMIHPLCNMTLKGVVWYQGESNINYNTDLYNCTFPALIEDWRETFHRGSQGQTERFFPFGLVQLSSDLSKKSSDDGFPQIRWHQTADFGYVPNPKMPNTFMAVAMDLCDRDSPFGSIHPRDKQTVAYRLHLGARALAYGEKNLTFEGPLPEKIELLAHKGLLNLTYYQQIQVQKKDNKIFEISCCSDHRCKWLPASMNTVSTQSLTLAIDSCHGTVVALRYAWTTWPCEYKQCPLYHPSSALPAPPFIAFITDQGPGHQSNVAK
TCR-CD3 inh – inhibitors of human TCR-CD3 interaction; AID 651800; TAMRA-labeled TCR probe fluorescence, biochemical; inhibition, % at 9.4 µM; actives 0.37% (n = 360,000); in the data active = inhibition above about 19%;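 also: recombinant mutant TCR 2C K166C tagged with TAMRA read by polarization; 0% = receptor in buffer alone and 100% = receptor with positive control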
HTRA1 inh – blocks human HTRA1 serine peptidase. Q92743. actives 0.5% (n = 340,000). inhibition, % at 5.96 µM. recombinant HTRA1, FP-rhodamine activity-based probe, fluorescence polarization. AID 504803; in the data active = inhibition above about 36%;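 also: 0% = enzyme with DMSO and 100% = wells lacking enzyme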
NPR1 activator – GC-A (human) enzyme activation; P16066; HEK293 GC-A cells, cGMP TR-FRET, EC30 ANP; 0% at EC30 ANP, 100% saturating ANP; activation, % at 10 µM; actives 0.14% (n = 370,000); in the data active = activation above about 40%
NPR2 activator – GC-B (human) receptor activation. P20594. HEK293-GC-B cells, CNP EC30, cGMP TR-FRET; 0% at EC30 CNP, 100% saturating CNP. activation, % at 10 µM. actives 0.11% (n = 370,000);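 active = activation at 10 µM reaching about 35% in either raw or pattern-adjusted values, limit read from the data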
ABHD4 inh – inhibitors of mouse ABHD4. Q8VD66. purified mABHD4, FP-Rh probe fluorescence polarization. inhibition, % at 8.92 µM. actives 0.54% (n = 370,000);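 active = inhibition exceeding the mean over every tested compound plus 3 SD, cut at about 30% in these data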;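 also: 0% = plate median of compound wells and 100% = S159A mutant with DMSO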
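Assay system: mABHD4 protein; medium: HEPES pH 7.0, NaCl, Pluronic buffer; dosing: 8.92 µM, single dose; schedule: 45 min + 60 min at 25 °C; signal: FP readout, ex 525 nm / em 598 nm; read-out: normalized percent inhibition of probe labeling; repeats: single replicate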
MBD2 DNA inh – blocks human MBD2 binding to methylated DNA. inhibition, % at 4.4 µM. actives 0.31% (n = 370,000). TR-FRET, MBD2 binding to methylated oligonucleotide; in the data active = inhibition above about 13%
Target sequence (Q9UBB5 whole entry, looked up): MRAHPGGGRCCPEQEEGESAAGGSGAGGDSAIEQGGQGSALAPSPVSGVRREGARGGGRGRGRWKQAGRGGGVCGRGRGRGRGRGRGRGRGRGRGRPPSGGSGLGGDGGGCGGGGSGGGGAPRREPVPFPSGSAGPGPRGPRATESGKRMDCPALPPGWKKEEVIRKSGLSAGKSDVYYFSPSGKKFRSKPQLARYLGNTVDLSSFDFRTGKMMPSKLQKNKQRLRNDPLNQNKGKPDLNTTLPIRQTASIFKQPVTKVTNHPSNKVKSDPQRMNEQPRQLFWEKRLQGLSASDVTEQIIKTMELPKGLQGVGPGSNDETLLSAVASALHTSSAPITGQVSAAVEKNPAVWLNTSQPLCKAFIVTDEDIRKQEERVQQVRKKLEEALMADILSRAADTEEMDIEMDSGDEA
The depositor's hits bear a star; . = not tested or not shown.

SMILES | rCAG binder | UHRF1 MBD2 ctr | PRMT1 inh | SIAE inh | TCR-CD3 inh | HTRA1 inh | NPR1 activator | NPR2 activator | ABHD4 inh | MBD2 DNA inh
Cc1ccc2nc(N3CCN(S(=O)(=O)c4ccc5c(c4)OCCO5)CC3)c(C#N)cc2c1 | 6.6 | -7.2 | -4.9 | -5.0 | 0.4 | -6.2 | 3.3 | -1.3 | -1.5 | -6.2
O=C(OCc1cnc(Cl)s1)c1c(F)cccc1F | -4.0 | -0.4 | -2.5 | -0.9 | 1.3 | -2.2 | 0.8 | -1.8 | -5.2 | -2.3
COc1cccc(CC(=O)Nc2ccc3c(c2)OC2(CCCC2)O3)c1 | 6.2 | 4.4 | 5.4 | 0.4 | -5.3 | -24.7 | 0.1 | 4.1 | -6.3 | 6.5
Cc1ccc(-c2cc3ncc(C#N)c(N)n3n2)cc1 | 2.4 | -6.1 | -1.7 | -8.6 | -0.6 | -1.2 | 1.1 | 6.2 | 2.0 | -1.0
Cc1ccccc1-n1c(C)cc(/C=N/NC(=O)c2ccc(CN3CCOCC3)cc2)c1C | -0.3 | 0.2 | 1.4 | 1.8 | -5.7 | 6.7 | -7.3 | -6.9 | -7.1 | 6.2
COc1ccc(CCN2C(=O)NC(NS(=O)(=O)c3ccc(Cl)cc3)(C(F)(F)F)C2=O)cc1OC (centres undefined) | 11.9 | -0.4 | -1.8 | -1.1 | -0.1 | 6.6 | -1.4 | -4.5 | 1.6 | -3.5
CN(c1ccccc1)S(=O)(=O)c1ccc(C(=O)OCC(=O)NCc2cccs2)cc1 | -5.3 | 1.9 | 2.1 | 0.4 | -4.8 | 3.4 | -2.7 | -1.6 | -0.9 | -0.2
CCOC(=O)C1CCCN(C2CC(=O)N(c3ccccc3)C2=O)C1 (centres undefined) | -0.8 | 0.7 | 56.6* | -1.5 | -5.5 | -2.9 | -1.2 | 0.3 | 1.1 | -3.0
CCN1CCN(C(=O)C2=CC(c3ccc(OC)cc3)=NS(=O)(=O)N2C)CC1 | 3.9 | -0.9 | -4.4 | -1.8 | 4.8 | -2.9 | 1.5 | 2.5 | -1.6 | -5.9
COc1cc(C(=O)NC(C)CCn2cccn2)ccc1OC1CCN(C(C)=O)CC1 (centres undefined) | -6.5 | 1.6 | 3.1 | 0.8 | -9.7 | 1.1 | -0.2 | 7.4 | 4.0 | 2.7
Cc1nn(-c2ccccc2)c2sc(C(=O)NCc3ccc4c(c3)OCO4)cc12 | 9.4 | -2.5 | 1.0 | -55.8 | . | . | 4.8 | -2.6 | -59.2 | -1.5
Cc1ccc2nc(NC(=O)CN3CCOCC3)sc2c1 | -0.5 | -3.6 | 0.2 | 2.9 | 7.9 | -0.4 | 9.3 | 0.5 | -0.1 | -7.9
CCCCNC(=S)N1CCN(C(c2ccccc2)c2ccccc2)CC1 | -3.8 | 1.7 | 3.0 | -12.1 | 2.0 | -29.4 | -2.5 | -1.1 | -11.8 | 8.2
COc1cccc(C(=O)Nc2ccccc2F)c1 | 0.4 | 0.3 | 1.7 | -2.8 | 7.8 | -3.8 | 1.8 | -0.6 | -5.5 | 0.0
C=CCN(CC=C)C(=O)COC(=O)c1ccc(Sc2ncn[nH]2)c([N+](=O)[O-])c1 | 3.4 | 5.8 | -1.3 | 7.5 | 1.9 | -2.0 | 0.0 | 4.0 | 6.4 | -2.1
COc1ccc(C(=O)O)cc1NC(=S)NC(=O)Cc1ccc(Cl)cc1 | 4.7 | 3.0 | 4.7 | 6.4 | 6.2 | 1.0 | -9.1 | -1.9 | -7.3 | 5.4
COc1ccccc1N1CCN(C(=O)C(=O)c2cn(CC(=O)N3CCCCCC3)c3ccccc23)CC1 | -6.7 | -1.1 | -3.0 | 3.7 | 5.5 | 10.5 | 0.2 | -1.5 | 2.7 | -0.6
O=C(Oc1ccc(Br)cc1C(=S)N1CCCC1)c1ccccc1F | 3.0 | 2.2 | 13.0 | -1.8 | -4.5 | -10.3 | -0.6 | 4.4 | -11.8 | -3.1
COc1cc(OC)cc(C(=O)N[C@H](C(=O)Nc2ccc3c(c2)OCO3)C(C)C)c1 | -3.2 | 7.1 | -0.9 | 4.0 | -0.9 | -5.8 | -5.3 | -5.6 | 4.9 | -3.1
O=C(Nc1ncc(Cc2ccccc2Cl)s1)c1ccc([N+](=O)[O-])cc1 | 2.0 | 2.6 | 1.2 | 0.1 | -6.3 | -3.5 | 0.6 | -1.2 | 5.6 | -0.1
Fc1ccc(-c2nnc3ccc(N4CCc5ccccc5C4)nn23)cc1 | 9.3 | 1.3 | 3.0 | -10.7 | -1.8 | -27.5 | 5.3 | 14.1 | -11.9 | 2.7
COc1ccc(-c2noc(N3CCC(C(=O)Nc4cccc(OC)c4)CC3)n2)cc1 | 2.2 | 2.4 | -0.4 | -14.0 | -1.0 | -36.9 | 1.3 | -1.0 | -18.1 | 1.1
Cc1ccccc1CNC(=O)c1[nH]c(C(F)(F)F)nc1-c1ccccc1 | 7.3 | 0.2 | 0.0 | -1.8 | 2.3 | . | 2.7 | 3.8 | -15.6 | 3.8
COc1ccc(C(=O)N2CCCC(c3cc(C(=O)NCc4ccc(F)cc4)no3)C2)cc1 (centres undefined) | 1.2 | 1.6 | -4.3 | -8.2 | -0.4 | . | -3.9 | -2.0 | -11.2 | -1.8
O=C(Cn1nnc(-c2ccccc2)n1)NCc1cccs1 | 1.0 | -1.0 | 1.0 | 0.2 | 11.4 | -2.1 | 2.8 | 1.1 | -9.1 | -2.2

Remaining list, next part.
SMILES | rCAG binder | UHRF1 MBD2 ctr | PRMT1 inh | SIAE inh | TCR-CD3 inh | HTRA1 inh | NPR1 activator | NPR2 activator | ABHD4 inh | MBD2 DNA inh
COc1ccc2ccccc2c1/C=N/NC(=O)c1ccc(C)nc1 | -1.1 | -5.9 | -3.6 | -1.9 | 0.2 | -1.4 | -11.0 | -2.5 | -8.8 | -3.8
COc1ccc(OC(=O)Nc2ccccc2)cc1 | -2.2 | -2.1 | -1.6 | 18.6* | 2.3 | -2.5 | 5.0 | -4.0 | 5.4 | 0.2
O=C(Nc1cccc(F)c1)Nc1cccc(Cl)c1 | 3.7 | -2.4 | -4.8 | -85.7 | 5.0 | -38.3 | -4.0 | 0.6 | -48.6 | 0.9
O=C(CSc1nc2c(cnn2-c2ccc(F)cc2)c(=O)[nH]1)Nc1nccs1 | 0.3 | 1.3 | 4.9 | 1.0 | -9.2 | -0.6 | -4.1 | -3.4 | 0.8 | -1.9
Cc1ccc(NC(=O)NCCCN2CCOCC2)cc1 | 2.7 | 0.7 | -2.3 | 4.0 | 2.4 | 5.0 | 1.2 | -1.0 | 3.6 | -3.3
O=S1(=O)CC(O)C(N2CCC(c3ccccc3)CC2)C1 (centres undefined) | -1.6 | -1.9 | -1.9 | 3.1 | -0.4 | -1.6 | 3.7 | 5.0 | 1.7 | -2.5
CC(=O)Nc1ccc(NC(=O)C(C)OC(=O)C2CCN(S(=O)(=O)c3ccc4c(c3)OCCO4)CC2)cc1 (centres undefined) | 3.7 | -0.1 | 1.9 | 2.4 | -10.5 | -2.5 | -0.5 | -2.6 | -1.2 | 0.4
O=C(NCc1ccc2c(c1)OCO2)c1ccc(S(=O)(=O)NCC2CCCO2)cc1 (centres undefined) | -0.1 | -3.0 | -0.8 | 1.1 | -4.8 | -3.2 | 1.0 | 2.2 | 7.1 | -6.9
Cc1ccc(NC(=O)Nc2ccc3c(c2)OCO3)nc1 | 7.0 | -1.2 | -1.8 | 5.7 | 10.6 | 0.9 | 0.9 | 2.3 | 1.9 | -0.8
CC(C)n1nnnc1C1c2ccccc2C(=O)N1CCc1ccc(O)cc1 (centres undefined) | 0.7 | -0.8 | -0.7 | 3.6 | -1.0 | . | 1.2 | 4.6 | -4.5 | 4.2
CCc1ccc2nc(NC(=O)CCCc3cccs3)sc2c1 | 1.3 | -3.3 | -1.5 | 0.9 | -6.2 | -26.2 | -4.8 | -1.3 | -3.3 | -5.6
C/C(CCS(=O)(=O)c1ccccc1)=N/O | -0.5 | -3.2 | 0.2 | 0.6 | -1.2 | -1.5 | 3.7 | 0.8 | 4.8 | 0.2
CCOC(=O)c1[nH]c2ccc(OC)cc2c1NC(=O)CCN1CCN(Cc2ccccc2)CC1 | -1.8 | 8.8 | 2.5 | -3.7 | 0.1 | 1.2 | -3.7 | 4.0 | -6.1 | 7.6
CC(C)(C)C(=O)N(Cc1ccccc1)c1ccccn1 | -2.2 | -1.2 | -1.0 | -2.7 | 5.5 | 1.6 | 1.8 | 1.4 | -2.0 | -1.7
Cc1cc(C)cc(N(CC(=O)NC2CC3CCC2C3)S(C)(=O)=O)c1 (centres undefined) | -1.7 | 1.1 | -3.3 | -1.1 | 3.1 | 3.4 | -13.3 | -2.8 | -4.9 | -5.5
COc1ccc(CCn2c(=N)c(C(=O)NCCN3CCOCC3)cc3c(=O)n4cccc(C)c4nc32)cc1OC | 5.5 | -2.7 | -1.1 | 7.3 | -10.1 | -2.2 | 8.8 | 1.0 | -8.7 | -3.8
COCc1nnc(NC(=O)c2cc(Cl)ccc2OC)s1 | -0.4 | -2.0 | 0.6 | -4.0 | 4.5 | 4.8 | 1.9 | 2.7 | -0.4 | 1.9
CNC(=O)C[C@H]1C(=O)N(CCc2ccccc2)C[C@@H]1C | -0.9 | 4.9 | 3.9 | 2.1 | -9.1 | 3.8 | 3.4 | 5.0 | 7.4 | 1.0
CCOc1ccccc1N1CCN(CC(=O)Nc2ccnn2C2CCCC2)CC1 | -2.7 | 1.4 | -3.0 | -0.8 | 4.9 | 7.7 | -2.6 | 0.6 | -1.5 | -0.5
COCC1CCCN(Cc2nc(-c3ccc4c(c3)OCO4)no2)C1 (centres undefined) | -5.7 | 1.4 | -6.2 | -10.8 | 6.5 | -1.0 | -0.6 | 5.0 | -0.5 | 0.9
COc1cccc(CNc2nc3cc(-c4ccsc4)sc3c(=O)n2C)c1OC | 6.8 | 1.9 | 0.9 | -22.9 | 1.0 | . | -17.7 | -15.4 | -41.5 | 5.1
CN(C)c1ccc(/C=N/Nc2cccc(C(=O)O)c2)cc1 | 4.7 | 2.4 | 2.5 | 4.2 | -2.6 | 6.3 | 0.3 | -1.7 | 5.8 | 1.3
CCCn1c(SCC(=O)NCc2ccc(C)cc2)n[nH]c1=O | -4.2 | -3.0 | 4.9 | 3.2 | -0.4 | 5.8 | -1.4 | 4.8 | 1.3 | -3.7
COCc1ccc(CN2CCCC(C(=O)Nc3ccccc3-c3ccc(OC)cc3)C2)o1 (centres undefined) | -8.5 | 2.6 | 1.6 | 5.9 | -0.1 | -4.2 | -11.5 | -10.0 | -0.2 | 2.4
O=C(NC(=S)N(Cc1ccccc1)Cc1ccccc1)c1ccccc1F | 8.0 | -3.6 | 3.6 | 78.7* | -4.1 | -12.2 | -0.6 | -0.1 | 2.5 | 0.8
CC(C)CC(=O)Nc1ccc(F)c(Cl)c1 | 0.8 | 0.1 | -1.6 | 1.8 | 5.2 | -5.6 | -4.3 | 3.2 | 1.3 | -2.6
COc1ccccc1Nc1nc(C)c(C(=O)Nc2ccccc2)s1 | 2.2 | -0.8 | -2.6 | 6.0 | 1.0 | -51.9 | 0.3 | -6.8 | 0.6 | 2.8
O=C(COc1cccc(C(F)(F)F)c1)NCCCN1CCCC1=O | -1.8 | 1.3 | -0.2 | -2.7 | 9.0 | -6.5 | 3.5 | 4.8 | 8.1 | 0.8

Only part of the results is shown; count on the stated rates, not on these rows.
